Source: PubChem
IL-1B inflam inh: qHTS for Inhibitors of Inflammasome Signaling: IL-1-beta AlphaLISA Primary Screen; THP-1 LPS/ATP IL-1B secretion, AlphaLISA, 16 h; active compounds read low; activity change, % at 57.5 µM; 360,000 compounds, 4.7% hits; AID 743279, 2014; in the data active = activity change below about -50%; inconclusive = mostly about -30% to -49%; also: % is scaled to controls: 0 for no effect and ±100 for the full control effect
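Secreted IL-1B measured by AlphaLISA bead assay after 16 h compound exposure of THP-1 cells; compounds (final up to 57.5 uM) added 1 h before LPS (250 ng/mL) and ATP (1.25 mM) stimulation; lower signal means less secretion.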
S2 tox: Viability Counterscreen for Primary qHTS for Inhibitors of ATXN expression; S2 cells (HEK-293 line with an ATXN2-luciferase reporter) viability, CellTiter-Fluor protease fluorescence, 24 h; Potency, µM (series often up to 56.7 µM), most hits filed as cytotoxic; 400,000 compounds, 0.49% hits; AID 651635, 2014; also: potency is read from the fitted curve at half-maximal effect; nearly all actives have a fitted effect of over 40% in size
HT1080 IDH1KD tx: qHTS for induction of synthetic lethality in tumor cells producing 2HG: qHTS for the HT-1080-IDH1KD cell line; Potency, µM (doses to about 46.1 µM), without a hit: at the highest dose activity, negative = toxicity, most hits filed as cytotoxic; 360,000 compounds, 2% hits; HT-1080 IDH1 knockdown viability, ATP luminescence, 48 h;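 also: potency is read from the fitted curve at half-maximal effect; 0% = DMSO wells and -100% = cell-free medium wells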
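CellTiter-Glo luminescence after 48 h compound exposure at 37 degrees C of IDH1-knockdown HT-1080 cells in 5% FBS RPMI. %Activity scaled between DMSO wells and cell-free media wells, with curves fitted and assigned curve classes.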
SW480 rereplic: A quantitative high throughput screen for small molecules that induce DNA re-replication in SW480 colon adenocarcinoma cells; SW480 DNA re-replication, Hoechst DNA content imaging, 48 h; Potency, µM (top dose mostly 46.1 µM), without a hit: at the top dose re-replication activation, hits mostly activators; 340,000 compounds, 1.8% hits; AID 624297, 2012; also: potency is read from the fitted curve at half-maximal effect; % of control where 0% means no effect; nearly all actives have a fitted effect of over 55% in size
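First, 250 cells per well were seeded. Next, compound or vehicle (23 nL) was pinned in, plates sat 48 hr at 37 C. Finally Hoechst was added for 40 min before fluorescence scanning.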
MCF10A rerep: A quantitative high throughput screen for small molecules that induce DNA re-replication in MCF 10a normal breast cells; MCF 10A DNA re-replication, Hoechst nuclear intensity, 48 h; Potency, µM (top dose mostly 46.1 µM), for inactives: top-dose activity, positive = re-replication, most hits filed as activators; 350,000 compounds, 2.9% hits; AID 624296, 2012; also: potency is read from the fitted curve at half-maximal effect; % of control where 0% means no effect; nearly all actives have a fitted effect of over 50% in size
ATXN2 expr inh: Primary qHTS for Inhibitors of ATXN expression. HEK-293 ATXN2-luciferase reporter, luminescence, 24 h. Potency, µM (doses to about 57 µM), for the others: at the highest dose activity change, negative = inhibition, usual class: inhibitors. 360,000 compounds, 0.72% hits. AID 1745845, 2022; also: potency is read from the fitted curve at half-maximal effect; % is scaled to controls: 0 for no effect and ±100 for the full control effect; nearly all actives have a fitted effect of over 55% in size
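qHTS (up to 57 uM final) was run with 24 h compound exposure of reporter cells at 37 °C. Each well was multiplexed: SteadyGlo luminescence measured ATXN2-luciferase expression after a fluorogenic Gly-Phe-AFC viability readout (25 uM final).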
HepG2 tox: qHTS for Inhibitors of TGF-b: Cytotox Counterscreen; HepG2 CAGA-GFP viability, ATP luminescence, 18 h; Potency, µM (series often up to 46.1 µM), for the others: at the top dose activity change, negative = cytotoxicity, actives largely listed as cytotoxic; 410,000 compounds, 0.76% hits; also: potency is read from the fitted curve at half-maximal effect; some results filed as inactive show a strong effect at the top dose
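CellTiter-Glo luminescence gave cytotoxicity after 18 hours at 37 degrees C. The cells were HepG2 CAGA-GFP in 1% FBS DMEM, stimulated with 500 pg/mL TGF-beta after compound addition. %Activity was normalised to no-cell wells (complete cell-killing) and DMSO (no toxicity), and curves were fitted and classified.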
HT1080NT lethal: qHTS for induction of synthetic lethality in tumor cells producing 2HG: qHTS for the HT-1080-NT fibrosarcoma cell line | Potency, µM (doses to about 46.1 µM), inactives show at the top dose activity, negative = less viability, hits mostly cytotoxic | HT-1080-NT fibrosarcoma viability, CellTiter-Glo ATP luminescence, 48 h | AID 686970, 2013 | 360,000 compounds, 1.6% hits;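 also: NT is the 2HG producing partner of a matched IDH1 knockdown line; potency is read from the fitted curve at half-maximal effect; 0% = DMSO-treated cells and -100% = media-only wells without cells; nearly all actives have a fitted effect of over 55% in size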
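Viability of the 2HG-overproducing fibrosarcoma line after 48 hours of compound exposure at 37 degrees C was determined by luminescence with CellTiter-Glo, and concentration-effect curves were then fitted and categorized.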
KB-3-1 tox: qHTS assay for MDR1-selective chemotherapeutics: Primary screen using the parental adenocarcinoma cell KB-3-1; KB-3-1 viability, CellTiter-Glo ATP luminescence, 72 h; Potency, µM (series often up to 46.1 µM), for the others: top-dose activity change, negative = cytotoxic, actives largely listed as cytotoxic; 400,000 compounds, 1.4% hits; also: potency is read from the fitted curve at half-maximal effect; % is scaled to controls: 0 for no effect and ±100 for the full control effect; nearly all actives have a fitted effect of over 60% in size
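Multi-concentration cytotoxicity screen in KB-3-1 cells grown in DMEM lacking phenol red with 10% FBS. After 72 h at 37 °C with compound, ATP-dependent luminescence was recorded.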
The depositor's hits bear a star; i = inactive; ? = inconclusive; . = no result given; [ ] = dose if it differs, or a comment. Unless noted, calls follow the shape of the dose curve; as a rule, active = well fitted curve in the direction sought with a large enough effect; inconclusive = small, poorly fitted or top-dose-only effect, or another doubt; inactive = no such curve, though single readings can be large; an effect the other way counts as inactive or inconclusive.

SMILES	IL-1B inflam inh	S2 tox	HT1080 IDH1KD tx	SW480 rereplic	MCF10A rerep	ATXN2 expr inh	HepG2 tox	HT1080NT lethal	KB-3-1 tox
COCCNc1nc2nonc2nc1NC(C)c1ccccc1Cl (configuration not stated)	17	i	-18%	3%	-1%	.	-4%	4%	-9%
CCCCOC(=O)c1ccc(NC(=O)c2ccc3c(c2)CCN3S(C)(=O)=O)cc1	.	i	.	.	.	-10%	3%	.	0%
Cc1cc(O)c(C(C)C)cc1C1(c2cc(C(C)C)c(O)cc2C)OC(=O)c2ccccc21	-99*	.	16µM*	?	9.2µM*	?	14µM*	8.2µM*	?
COc1cccc(/C(O)=C/c2nc3ccc(C(=O)NCCc4cccc(C)c4)cc3[nH]c2=O)c1	0	i	?	.	?	-5%	-47%	?	?
COc1ccc2[nH]c3c(c2c1)CCN1C(=O)C(CC(=O)NCCc2ccccn2)C[C@H](C(=O)N2CCCCC2)[C@@]31C (some centres not stated)	-26	i	3%	17%	-15%	5%	5%	2%	-4%
Cc1noc(C)c1COc1ccc(C(=O)N2CCN(S(=O)(=O)c3ccccc3)CC2)cc1	15	?	0%	0%	6%	.	-5%	-3%	-12%
[O-][n+]1onc2c1CCc1c-2nn(-c2ccccc2Cl)[n+]1[O-]	-74*	?	11µM*	2%	8%	28µM*	-37%	?	?
COc1ccc(OC)c(NC(=O)CSc2nnc(C3CCCCC3)o2)c1	7	i	-2%	-2%	-2%	-12%	-6%	16%	-6%
Cc1nnc(NC(=O)c2ccc3ccccc3c2)s1	-1	i	8%	-4%	1%	53%[activator]	5%	?	7%
CC1(c2ccccc2Cl)NC(=O)N(CC(=O)Nc2ccccc2OC(F)F)C1=O (configuration not stated)	-2	i	-4%	?	1%	9%	-3%	3%	-7%
CCc1ccc(O)c(-c2cc(C(=O)Nc3cccnc3)[nH]n2)c1	?	i	-25%	2%	9%	41%[activator]	-19%	-18%	?
Cc1occc1C(=O)NCc1ccco1	27	i	20%	-3%	?	-4%	19%	8%	9%
CC1=C(C(=O)N2CCCCCC2)CC(CC(=O)NCc2cccs2)C(=O)N1CCC1=CCCCC1 (configuration not stated)	0	?	9%	.	.	-15%	.	1%	7%
CC1CC(C)CN(C(=O)Nc2ccccc2F)C1 (configuration not stated)	-9	i	6%	-4%	0%	.	-2%	0%	-7%
O=C(Nc1ccc(O)cc1)c1ccc(NC(=O)c2ccco2)cc1	-21	i	13µM*	4%	?	-1%	-4%	?	-11%
O=C(c1ccco1)N1CCN(Cc2cccc([N+](=O)[O-])c2)CC1	-16	i	3%	-22%	-23%[9.22 µM]	2%	-1%	13%	-1%
O=C(Cc1cccs1)Nc1ccc(-c2nnc(-c3ccccc3)o2)cc1	0	?	23%	-3%	-3%	0%	-1%	5%	0%
CCC(=O)Nc1nc2ccccc2n1CCN(CC)CC	1	i	-1%	-6%	-7%	-2%	-37%	9%	-12%
Cc1ccc2oc(C(=O)N3CCC(O)(c4cccc(C(F)(F)F)c4)CC3)c(C)c2c1	-52*	i	?	19%	?	31%	-39%	-13%	11%
COc1ccc(C2=NOC(CN3C(=O)c4ccccc4S3(=O)=O)C2)cc1 (configuration not stated)	2	i	5%	-10%	13%	87%[activator]	0%	5%	-2%
CC(=O)c1cc(NC(=O)c2cccc(C(F)(F)F)c2)c(=O)oc1C	-64*	i	?	?	?	-2%	-17%	?	3%
COCCNC(=O)c1sc2ncccc2c1-n1c(C)ccc1C	.	i	.	.	.	-2%	5%	.	5%
COc1ccc(-c2nnc(SCC(=O)c3cccs3)o2)c(OC)c1	-21	i	16%	2%	11%	85%[activator]	-13%	-5%	12%
CCCCN=CC1=C(O)C(C(=O)OC)C(C)(C)CC1=O (configuration not stated)	10	i	-12%	-2%	3%	5%	3%	-1%	12%
Cc1cc(C)n(CCNc2nc3nonc3nc2N2CCCCC2)n1	-8	i	26%	-13%	-14%	-6%	-9%	29%	17%
CCS(=O)(=O)N1CCC(c2nc(-c3ccc(C(F)(F)F)cc3)no2)CC1	-1	i	-15%	-3%	-6%	-19%	-12%	6%	6.5µM*
O=C(Cc1cccc(Cl)c1)Nc1ccc(Br)cc1	-28	i	-12%	1%	23%	5%	5%	-5%	-9%
O=S(=O)(NCc1csc(-c2cccs2)n1)c1cccc(C(F)(F)F)c1	24	.	-2%	?	?	16%	-97%	-1%	3%
CC(=O)Nc1ccc([N+](=O)[O-])c(CS(=O)(=O)c2ccc(C)cc2)c1[N+](=O)[O-]	45	i	26%	0%	-1%	-16%	-3%	21%	-5%
COc1ccc(OCC(O)CNCCOc2ccccc2OC)c(C(C)(C)C)c1 (configuration not stated)	-73*	.	-13%	151%	?	.	-117%	-28%	-10%
CC(=O)C1CCC2C3CCC4=CC(=O)CC[C@]4(C)[C@@]3(F)C(O)C[C@]12C (some centres not stated)	-24	i	?	-4%	1%	-20%	-14%	?	1%
c1coc(CN2CNc3nc4ccccc4n3C2)c1	6	i	-17%	-3%[9.22 µM]	-3%	3%	10%	-5%	?
O=C(NCc1ccccc1)C1CCCN(C(=O)NCc2ccccc2)C1 (configuration not stated)	2	i	8%	-6%	0%	11%	-2%	2%	3%
C/C(=N\NC(=O)c1ccc(Cl)cc1)c1cccs1	-63*	i	-8%	6%	2%	?	-25%	1%	13%
C/C(CC(=O)NCCCN1CCOCC1)=N\NC(=O)COc1ccc(C)cc1	-8	i	-1%	-3%	-1%	-4%	2%	0%	18%
CCOCCn1ccc2c(OCC(=O)NCc3ccccc3)cccc2c1=O	0	i	16%	2%	-3%	2%	0%	3%	18%
Cn1c(CC(=O)NNC(=O)c2ccc(F)cc2F)nc2ccccc21	19	i	-17%	-3%	6%	-12%	-4%	-5%	-11%
Cc1cc(SCC(=O)NCCN2C(=O)CSC2=O)nc2c(C)cccc12	-12	i	6%	-5%	-5%	-14%	-11%	6%	8%
COc1ccc2c(CC(=O)NCC3CCC(C(=O)O)CC3)cc(=O)oc2c1 (configuration not stated)	28	?	11%	-16%	-1%	-16%	1%	12%	6%
CCn1c(SC(C)C(=O)Nc2ccc(N3CCOCC3)cc2)nnc1C1CC1 (configuration not stated)	1	i	-1%	?	7%	7%	-2%	1%	13%
COc1ccc(C2=Nc3ccc(Br)cc3C(c3ccccc3)N2CC(=O)NN)cc1 (configuration not stated)	-21	i	-6%	?	-33%[inhibitor]	-12%	0%	-5%	18%
NC(=O)c1cc(S(=O)(=O)NCC2CCC(C(=O)Nc3cccc(Cl)c3)CC2)cs1 (configuration not stated)	.	i	.	.	.	-13%	-7%	.	-1%
C/C(=N\NC(=O)c1nnn(-c2nonc2N)c1-c1cccs1)c1cccc(O)c1	-1	i	0%	-15%	10%	.	6%	16%	1%
NS(=O)(=O)c1ccc(NC(=O)CSc2nc3c(cnn3-c3ccccn3)c(=O)[nH]2)cc1	18	i	11%	-9%	2%	4%	12%	4%	1%
COc1ccc(NC(=O)Nc2ccc3c(c2)C(=O)N([C@@H](C)CO)C[C@@H](C)[C@@H](CN(C)S(=O)(=O)c2cn(C)cn2)O3)cc1	14	i	9%	1%	?	6%	-20%	12%	-13%
CCOC(=O)c1c(-c2ccccc2)oc2cc(Br)c(O)c(C=O)c12	-98*	i	-16%	?	2.9µM*	?	-3%	-14%	-11%
O=S(=O)(Nc1cc(S(=O)(=O)N2CCCC2)ccc1O)c1ccc(Cl)s1	20	i	-9%	-115%[inhibitor]	15%	-7%	-7%	-14%	1%
CC1(C(=O)NS(=O)(=O)c2ccccc2)CCN1C(=O)Cc1ccccc1 (configuration not stated)	13	i	9%	.	.	8%	-5%	2%	0%
CCOC(=O)c1sc(NC(=O)CSc2ncccn2)c(C#N)c1C	-14	i	-1%	7.3µM*	15µM*	-5%	-10%	3%	-10%
CN1CCC(N(C)C(=S)NC(=O)C23CC4CC(CC(C4)C2)C3)CC1	-7	i	-2%	-2%	?	1%[11.3 µM]	1%	-4%	13%

3 entries from above, set out differently:
SMILES,IL-1B inflam inh,S2 tox,HT1080 IDH1KD tx,SW480 rereplic,MCF10A rerep,ATXN2 expr inh,HepG2 tox,HT1080NT lethal,KB-3-1 tox
C/C(=N\NC(=O)c1nnn(-c2nonc2N)c1-c1cccs1)c1cccc(O)c1,-1,i,0%,-15%,10%,.,6%,16%,1%
CCOC(=O)c1sc(NC(=O)CSc2ncccn2)c(C#N)c1C,-14,i,-1%,7.3µM*,15µM*,-5%,-10%,3%,-10%
CC1(C(=O)NS(=O)(=O)c2ccccc2)CCN1C(=O)Cc1ccccc1 (configuration not stated),13,i,9%,.,.,8%,-5%,2%,0%

Next results follow:
SMILES	IL-1B inflam inh	S2 tox	HT1080 IDH1KD tx	SW480 rereplic	MCF10A rerep	ATXN2 expr inh	HepG2 tox	HT1080NT lethal	KB-3-1 tox
COc1ccc(C(=O)c2sc(Nc3ccccc3F)nc2N)cc1	?	?	3%	-4%	-1%	.	5%	13%	1%
Cc1cc(C(=O)N2CCCC2)n[nH]1	21	i	2%	-5%	-33%[inhibitor]	12%	6%	-6%	6%
CN(C)S(=O)(=O)c1ccc2oc(SCC(=O)NCC(F)(F)F)nc2c1	26	i	8%	-1%	3%	-1%	-1%	12%	-2%
CC(=O)NCCc1nc2ccccc2n1Cc1ccc(Cl)cc1	16	i	-2%	-4%	4%	.	2%	-4%	-2%
CCOC(=O)C1=C(O)/C(=C/c2cn(CC(=O)NCC3CCCO3)c3ccccc23)SC1=Nc1ccc(C)cc1 (configuration not stated)	32	?	?	13%	?	10µM*	-30%	?	-2%
